# T cell modulator: T cell immune modulation candidate; 2C CD8+ T cell-vesicle binding, flow cytometry; active compounds read low; calls only at 7 µM; 330,000 compounds, 0.068% hits;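 active = response, share of CD8 T cells binding vesicles, and their 90th percentile fluorescence all below set limits, cut at about 80% in these data, passing the limit was not always enough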
#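 Also added: QL9-peptide-loaded Drosophila micro-vesicles bearing Ld, ICAM-1 and B7-1; Test system: purified 2C TCR transgenic mouse naive CD8+ T cells; Measured by: cytometric PE anti-B7-1 and Alexa647 anti-CD8 signals after 1% paraformaldehyde fixation; Timing: binding step 1.5 h, 37 °C, antibody labelling 20 min, ice.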
# CSM14.1 death rescue: protection against thapsigargin-triggered cell killing – 384-well, CSM14.1, ATP luminescence, primary screen (AID 1222) | CSM14.1 thapsigargin-induced death rescue, ATP luminescence; higher % means a stronger effect | cellular ATP content (survival), % at 20 µM, or EC50 in µM where a hit was titrated | 190,000 tested, under 10 active;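 active = EC50 below 50 µM in the dose-response confirmation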;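 note: death triggered by thapsigargin at about 15 µM added after 2 h compound pretreatment; cell ATP read after overnight thapsigargin exposure of roughly 18 to 22 hours; normalized against plate controls of thapsigargin alone and 5% DMSO vehicle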
# Dynein transport: blocks dynein driven cargo transport along microtubules | 3617.4 mouse cells, GR-EGFP nuclear translocation imaging; test concentration mostly 20 µM; stimulated with dexamethasone, 1 µM; active compounds read low | AID 1381 | 220,000 compounds, 0.47% hits | z-score, hits read low;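 active = plate z-score of nuclear minus cytoplasmic receptor signal below a set negative limit, without overly bright fluorescence or cell loss, cut at about -3.5 in these data, passing the limit was not always enough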;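 note: z-score of nuclear minus cytoplasmic ring GR-EGFP intensity difference per well; some compounds called inactive have numbers as strong as hits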
#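 Buffer or medium – tet-free medium with charcoal-stripped serum · Signal – automated 10x imaging of fixed Hoechst-stained cells · Also added – dexamethasone agonist, 1.0 µM final, for 30 min · Incubation – induction 48 h, compound 1 h, agonist 30 min · Read-out – GR-EGFP nuclear translocation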
# Hep lipid drop: hepatic lipid droplet formation modulation; 240,000 compounds, 0.4% hits; AML12 mouse hepatocytes, oleate lipid droplets, BODIPY imaging; inhibition, % at 6.5 µM; AID 1656;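 active = lipid droplet intensity inhibited by at least 50%, with more than 500 cells counted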
#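 Material: mouse AML12 hepatocyte cell line, fixed after treatment; Timing: compound with oleate, overnight; Technique: high-content imaging of BODIPY-stained droplets and DAPI nuclei; Probe or stimulus: oleate, 100 µM final; Dosing: compound at 6.5 µM only.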
# Autophagy HCS: modulators of autophagy. MEF GFP-LC3 puncta imaging; test concentration mostly 10 µM. calls only at 10 µM (by protocol). 190,000 compounds, 0.98% hits. AID 463193;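 active = percentage of spot-positive cells more than 3 SD above its plate mean, without a fluorescence outlier flag or 80% toxicity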;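 note: spot-positive cell cutoff set from DMSO-treated cells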
# PhoP inhibition: PhoP-dependent GFP reporter repression – Salmonella Typhimurium, primary screen (AID 1863). S. Typhimurium PhoP-regulated promoter GFP reporter, 4 h; higher % means a stronger effect. 300,000 compounds, 0.16% hits. one-dose inhibition, % at 50 µM; IC50 in µM for titrated hits;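 active = inhibition over 29.93%, a cutoff 3 SD above the screen mean, later confirmed by dose response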;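 note: 0% = low Mg2+ inducing control and 100% = high Mg2+ repressing control; strong numbers were not always called active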
# bCat nuc transl: beta-catenin nuclear translocation modulation; HeLa beta-catenin nuclear translocation, immunofluorescence imaging; nuclear translocation activity, % at 5 µM; AID 1665; 190,000 compounds, 0.3% hits;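 active = nuclear translocation activity above 50% at 5 µM, with a well cell count of 50 or more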;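 note: per-cell ratio of nuclear to cytoplasmic median beta-catenin stain intensity; plate controls were DMSO negative control for no effect and GSK-3 inhibitor IX positive control for full effect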
#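 Read-out: Nuclear/cytoplasmic beta-catenin signal ratio, % activation | Assay system: Human HeLa cell line | Times: 24 h compound exposure at 37°C, 5% CO2 | Signal: Fluorescence imaging of beta-catenin antibody stain plus DAPI | Dosing: 5 µM primary, 0.02–20 µM confirmation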
# MT stabilizer: microtubule stabilization, imaging screen. HeLa tubulin immunostaining HCS, 24 h; share of cells brighter than vehicle mean+2SD. % tubulin-high responders, % at 10 µM. 200,000 compounds, 0.83% hits;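 active = plate Z-score above 3 for both tubulin-high and condensed-nucleus cell shares, with cell loss under 80%, at 10 µM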;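 note: anti alpha tubulin signal scored within the nucleus-defined area of each cell; some results filed as inactive read as strong as hits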
# Insulin prom up: MIN6 insulin promoter up-regulation | MIN6 insulin promoter-GFP reporter, high-content imaging; active compounds read high | z-score at 5 µM | 190,000 compounds, 0.3% hits | AID 1625;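 active = z-score above 3 at 5 µM with at least 500 cells counted in the well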
# Dynein transport cytoplasmic EGFP: second read-out of Dynein transport, no call of its own (marks repeat the call); z-score; measured here: cytoplasmic GR-EGFP intensity; active compounds read high
# Dynein transport nuclear GR-EGFP: second read-out of Dynein transport, no call of its own (marks repeat the call); z-score; measured here: nuclear GR-EGFP intensity;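 lower value marks the stronger effect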
# Dynein transport cell count: further read-out of Dynein transport, marked with its call; z-score; measured here: cell count per field
# Insulin prom up cell count: second read-out of Insulin prom up, no call of its own (marks repeat the call); cell count; measured here: cytotoxicity, nuclei count;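 total cells summed across four imaged fields per well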
# Hep lipid drop cells 6.5 µM: further read-out of Hep lipid drop, marked with its call; cell count; measured here: cell count, cytotoxicity flag;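 cells counted across two imaged fields per well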
# bCat nuc transl cell count 5 µM: recorded beside bCat nuc transl, whose call it bears; cell count; measured here: cell count, cytotoxicity flag
# T cell modulator vesicle-bound %: further read-out of T cell modulator, marked with its call; double positive events, %; measured here: CD8+ vesicle-bound cell fraction;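 binding gate set so that unloaded-vesicle control wells show 10% double positive cells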
# MT stabilizer Hoechst-high %: second read-out of MT stabilizer, no call of its own (marks repeat the call); % Hoechst-high responders; measured here: nuclear condensation Hoechst responders;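 share of cells brighter than vehicle mean plus two SD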
# MT stabilizer cytotoxicity %: also measured in MT stabilizer; calls as there; toxicity, %; measured here: cytotoxicity by cell density;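 0% = mean cell density of plate MIN control wells and 100% = no cells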
# Autophagy HCS cell loss 18 h: second read-out of Autophagy HCS, no call of its own (marks repeat the call); toxicity, %; measured here: cell loss, nuclei count;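 cell loss after 18 h compound exposure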
# Starred values were filed as active, the others as inactive; i = inactive; · = not tested or not shown; + = active, no number.
SMILES,T cell modulator,T cell modulator vesicle-bound %,CSM14.1 death rescue,Dynein transport,Dynein transport cytoplasmic EGFP,Dynein transport nuclear GR-EGFP,Dynein transport cell count,Hep lipid drop,Hep lipid drop cells 6.5 µM,Autophagy HCS,Autophagy HCS cell loss 18 h,PhoP inhibition,bCat nuc transl,bCat nuc transl cell count 5 µM,MT stabilizer,MT stabilizer Hoechst-high %,MT stabilizer cytotoxicity %,Insulin prom up,Insulin prom up cell count
COC(=O)c1ccc(C(NC(=O)c2cccnc2)NC(=O)c2cccnc2)cc1,i,44,-0.3%,-0.5,-0.33,0.16,0.25,3,655,+,-1.4*,4%,0.9,1169,4.1,2.3,2.3,-0.49,1339
CCOC(=O)c1sc(NC(=O)CSc2n[nH]c(CC(C)C)n2)nc1C,i,41,-1.6%,-0.42,-0.21,-0.46,0.87,5,603,i,-2,-13%,-1.5,567,1.8,3.2,11,0.04,1340
O=C(CN1CCOCC1)NN1CC(=O)N(c2ccc(Cl)cc2)CC1=O,i,38,·,-0.045,-0.21,-0.31,0.49,7,770,·,·,-2%,-1.8,1285,·,·,·,-0.4,1093
O=C(/C=C/c1ccc(-c2ccc(F)cc2)o1)N1CCCC1,i,21,-1.0%,0.74,-0.26,0.51,-0.02,-2,735,i,-36,-6%,0.2,1069,4.0,1.7,3.8,-0.53,1201
CCN1CCN(CC(=O)N2N=CCC2c2ccccc2)CC1 (stereo unspecified),i,59,·,0.15,-0.069,0.19,0.18,26,712,·,·,-3%,-1.4,1307,·,·,·,0.05,939
CN1CCN(C(=S)NC(=O)/C=C/c2cccc3ccccc23)CC1,i,16,-3.0%,0.27,-0.27,0.36,-0.47,7,643,i,-9,-6%,-0.8,1064,2.2,1.9,11,·,·
CC(=O)c1c(N2CCOCC2)nc(=O)n(-c2ccccc2)c1C,i,11,0.8%,0.2,-0.39,0.056,0.48,-36,803,i,-1,-1%,·,·,0.6,1.0,11,0.65,931
CSCCC(NC(N)=O)C(=O)NCc1ccccc1Cl (stereo unspecified),i,20,-0.1%,-0.42,-0.24,-0.12,0.75,2,811,i,0,9%,-6.2,1257,1.5,2.6,10.0,-0.23,1303
CCC(C(=O)Nc1ncn[nH]1)(C(F)(F)F)C(F)(F)F,i,6,-2.2%,-0.42,-0.042,0.37,-0.19,·,·,i,-2,-12%,-0.2,1409,7.1,3.8,11,0.99,1360
Cn1c(=O)c2c(nc(CN3CCN(CCO)CC3)n2Cc2cccc3ccccc23)n(C)c1=O,i,16,-2.6%,2.8,-0.18,1.3,-2.1,-2,693,i,22,-1%,4.1,1042,5.1,3.3,3.7,-0.39,675
NC1=NC[C@H](c2ccccc2)N1CCc1cccc(F)c1,i,8,·,-0.057,-0.8,0.072,0.27,2,707,·,·,2%,-0.2,1324,·,·,·,-0.65,1082
Cc1ccc(CNc2ccc(S(=O)(=O)N3CCOCC3)cc2[N+](=O)[O-])cc1,i,45,-1.8%,0.55,-0.22,0.084,0.062,-10,654,i,0,-5%,-1.5,1102,3.2,3.4,6.8,-1.5,1480
COc1cc2c(cc1NC(=O)Nc1cccc(C)c1)oc1ccccc12,i,60,0.8%,-0.15,-0.3,0.1,0.73,-10,796,i,6,2%,0.3,1062,1.4,0.9,9.2,-0.05,793
O=C(Nc1ccc(Cl)c(Cl)c1)Nc1ccccc1O,i,67,·,-0.0096,-0.14,-0.25,0.35,6,642,·,·,135µM*,-0.6,1184,·,·,·,-0.32,1325
CC(C)NC(=O)CCNC(=O)c1ccc(F)cc1,i,19,·,0.049,-0.36,0.18,-0.89,·,·,i,9,-2%,·,·,3.3,1.3,5.9,·,·
C/C(=N\Nc1cc(C(F)(F)F)ccc1Cl)c1ccccc1O,i,33,-1.1%,-0.14,-0.29,0.69,0.45,-4,509,i,5,5%,0.8,921,2.1,2.7,11,·,·
CCOCCCNC(=O)CSc1ccccc1,i,59,-1.3%,0.73,-0.25,0.52,0.12,-4,738,i,6,9%,·,·,3.3,1.4,6.1,-0.05,1231
CCCCCCCCS(=O)c1sc2nc(C)cc(C)c2c1N (stereo unspecified),i,27,0.0%,-2.3,0.19,-1.1,-0.24,-1,796,i,-2,-7%,·,·,2.2,2.4,5.4,·,·
Cc1nc2ncnn2c(C)c1CCC(=O)N1CCN(c2ccccn2)CC1,i,53,-0.7%,-0.046,-0.25,0.14,0.98,12,797,i,-12,22%,·,·,5.0,2.8,7.6,0.43,1212
Cc1nnc(C)c2c(C)n(-c3ccc4ncccc4c3)c(C)c12,i,43,3.3%,0.95,-0.29,0.45,0.15,3,658,i,0,-1%,0.6,1535,1.3,1.7,3.4,0.29,1291
COC(=O)C(C)Sc1ccc2nnc(CCNS(=O)(=O)c3ccccc3)n2n1 (stereo unspecified),i,40,-16%,-0.53,-0.31,-0.15,0.27,6,685,i,31,-6%,-1.8,1071,2.3,2.7,9.1,0.14,1273
COCCNC(=O)c1cnn2c(C(F)F)cc(-c3ccccc3)nc12,i,60,-1.5%,0.016,-0.28,-0.49,0.34,2,737,i,12,10%,-0.2,1486,3.0,1.2,2.6,-0.15,1373
Cc1cc(/C=N/n2cnnc2)c(C)n1-c1ccc(Cl)cc1Cl,i,20,·,-0.3,-0.15,-0.32,1,-5,662,i,-7,8%,·,·,2.1,1.7,1.9,·,·
CCc1ccc2c(COn3nnc4ccc(S(=O)(=O)N(C)C)cc43)cc(=O)oc2c1,i,47,0.5%,0.064,0.43,0.63,-0.2,·,·,i,40,-7%,-4.7,994,4.9,4.5,11,0.14,1225
NC(=O)NNC(=S)Nc1cccc2ccccc12,i,42,0.0%,0.41,-0.27,0.13,0.76,-2,669,i,-20,-4%,-2.5,1003,3.5,1.9,3.8,0.19,1376
O=C(CSc1nnc2ccccn12)NCc1ccc2c(c1)OCO2,i,58,-1.0%,-0.63,-0.31,-0.41,0.23,-3,678,i,2,3%,3.2,787,7.7,1.5,6.8,0.45,1508
CCCOc1ccc(-c2nnn(CC(=O)c3ccc4c(c3)OCCO4)n2)cc1,i,15,3.7%,-0.19,-0.08,0.27,0.043,·,·,i,11,-8%,-7.1,918,5.2,2.2,8.9,-1.2,1274
O=C(Nc1ccccc1N1CCN(C(=O)c2ccccc2)CC1)c1cc2ccccc2o1,i,13,-2.3%,-0.71,-0.23,-0.42,1.1,-7,687,i,-8,3%,·,·,3.1,10,14,-1.7,1314
COc1ccccc1NC(=O)COC(=O)c1ccccc1OCC(=O)Nc1ccc(SC(F)F)cc1,i,41,-2.2%,-0.63,-0.26,-0.35,0.34,-5,749,i,4,-10%,-1.1,583,3.9,2.2,7.5,-0.33,1155
C(=N\Nc1nc(Nc2ccccc2)nc(N2CCOCC2)n1)/c1c[nH]c2ccccc12,i,62,-8.8%,0.44,-0.19,-0.49,-0.75,·,·,i,-10,-4%,·,·,7.8,4.8,13,·,·

# Reprinted from the part before: two entries, then new ones.
SMILES,T cell modulator,T cell modulator vesicle-bound %,CSM14.1 death rescue,Dynein transport,Dynein transport cytoplasmic EGFP,Dynein transport nuclear GR-EGFP,Dynein transport cell count,Hep lipid drop,Hep lipid drop cells 6.5 µM,Autophagy HCS,Autophagy HCS cell loss 18 h,PhoP inhibition,bCat nuc transl,bCat nuc transl cell count 5 µM,MT stabilizer,MT stabilizer Hoechst-high %,MT stabilizer cytotoxicity %,Insulin prom up,Insulin prom up cell count
COc1ccccc1NC(=O)COC(=O)c1ccccc1OCC(=O)Nc1ccc(SC(F)F)cc1,i,41,-2.2%,-0.63,-0.26,-0.35,0.34,-5,749,i,4,-10%,-1.1,583,3.9,2.2,7.5,-0.33,1155
C(=N\Nc1nc(Nc2ccccc2)nc(N2CCOCC2)n1)/c1c[nH]c2ccccc12,i,62,-8.8%,0.44,-0.19,-0.49,-0.75,·,·,i,-10,-4%,·,·,7.8,4.8,13,·,·
CCOC(=O)c1ccc(NC(=O)CSc2ncccn2)cc1,i,4,·,0.2,-0.25,0.23,0.21,-14,710,i,-1,-5%,1.4,995,2.7,3.2,22,0.12,1325
CC(C)(C)C1CCC(=O)C(C2(O)C(=O)Nc3ccccc32)C1 (stereo unspecified),i,68,-2.6%,2.6,-0.17,1.7,-2.1,9,728,i,3,4%,·,·,3.1,1.8,6.6,-0.66,1308
COc1cc(C2C3=C(CCCC3=O)Nc3[nH]n(-c4ccccc4)c(=O)c32)ccc1O (stereo unspecified),i,48,-3.7%,-0.3,-0.011,0.36,0.039,·,·,i,-35,3%,·,·,2.5,1.5,9.0,·,·
Cc1cccc(S(=O)(=O)NNC(=O)Cc2cccn2C)c1,i,50,0.7%,0.25,-0.22,-0.37,0.1,-23,687,i,-3,2%,-5.0,1054,4.3,2.5,6.9,·,·

# Bioassay records (PubChem BioAssay)
